SR-BI uptake up = enhances SR-BI lipid uptake from DiI-HDL; AID 504775; activation, % at 12.5 µM; CHO ldlA[mSR-BI] cells, DiI-HDL uptake fluorescence, 3 h; 100 = double the neutral-control signal; 320,000 compounds, 0.096% hits;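 active = mean replicate activation of at least 60% and every replicate at or above 60%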;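 also: 0% = median plate neutral-control signal and 100% = twice that signal; values of inactives mirror those of a sister screen read the other way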
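Material: SR-BI-overexpressing, LDLR-lacking CHO cells; schedule: compound exposure 3 h, 37 °C; reagent: DiI-labelled HDL at 10 µg/mL final; technique: bottom-read fluorescence, 550/595 nm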
E coli growth = reduces bacterial viability in AddAB counter-screen. E. coli V3065 growth, OD600 absorbance, 18 h. inhibition, % at 11.9 µM. 330,000 compounds, 0.27% hits. AID 449728;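 active = inhibition above the campaign's mean inhibition across all tested compounds plus 3 SD, cut at about 9.9% in these data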;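 also: uninfected addAB+ strain grown without phage in ampicillin broth; 0% = DMSO wells and 100% = ciprofloxacin 0.95 µg/ml wells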
MITF act = MITF TRPM1 promoter activation in melanoma cells. AID 588334. activation, % at 12.5 µM. SK-MEL-5 TRPM1-promoter luciferase, 24 h; % of positive control, neutral wells = 0. 300,000 compounds, 0.75% hits;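 active = mean activation of at least 80% with every replicate also reaching 80%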;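 also: 0% = neutral control wells and 100% = parthenolide positive control wells; values of inactives mirror those of a sister screen read the other way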
Tat transport = inhibitors of E. coli Tat protein transport; E. coli MC4100 TorA-mCherry Tat export, fluorescence; inhibition, % at 10 µM; 340,000 compounds, 0.036% hits; AID 488895;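 active = mean replicate inhibition at least 50% and at least half of replicates individually reaching 50%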;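 also: exported cargo escapes ClpAP degradation while cytoplasmic cargo is degraded and loses fluorescence; 0% = median of neutral control wells and 100% = median of NaSCN control wells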
CAL PDZ FP-1 = blocks peptide binding to human CAL PDZ domain. Q9HD26. purified CAL PDZ, TMR-peptide fluorescence polarization, 1 h. inhibition, % at 20 µM. 330,000 compounds, 0.02% hits. AID 504414;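 active = highest replicate inhibition of at least 40%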;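 also: plate controls were DMSO neutral control wells for no effect and unlabeled competitor peptide control wells for full effect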
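Material – purified CerCALP PDZ construct · Detection – FP readout, S and P plane fluorescence · Measure – percent inhibition from loss of millipolarization · Controls – unlabelled peptide for full inhibition, DMSO wells as neutral · Probe or stimulus – TMR-labelled reporter peptide T*-PRC34 bound in PDZ groove · Times – 1 h at RT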
phage Ecoli inh = E. coli growth loss with phage present; inhibition, % at 11.9 µM; growth absorbance; 360,000 compounds, 0.26% hits; AID 651602; in the data active = inhibition above about 11%
AddAB inh = less growth of phage-infected E. coli with AddAB | E. coli expressing H. pylori AddAB, absorbance growth | inhibition, % at 11.9 µM | 330,000 compounds, 0.29% hits | AID 435030; in the data active = inhibition above about 12%;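 also: 0% = vehicle wells of infected cells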
CAL PDZ FP-2 = blocks peptide binding to the human CAL PDZ domain; Q9HD26; purified CAL PDZ, TMR-peptide fluorescence polarization, 1 h; inhibition, % at 24.9 µM; 300,000 compounds, 0.92% hits; AID 602252;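 active = mean inhibition of at least 30% with at least half of replicates also reaching 30%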;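 also: 0% = DMSO neutral control and 100% = excess unlabeled competitor peptide PRC23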
SR-BI HDL uptake = inhibitors of mouse SR-BI mediated HDL lipid uptake. Q61009. ldlA[mSR-BI] CHO cells, DiI-HDL uptake fluorescence, 3 h. inhibition, % at 12.5 µM. 320,000 compounds, 0.96% hits. AID 488896;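 active = mean replicate inhibition of at least 70% and a set share of replicates each scoring 70 or more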;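 also: 0% = median of neutral control wells and 100% = median of positive control wells; values of inactives mirror those of a sister screen read the other way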
Target sequence (Q61009 whole entry, looked up): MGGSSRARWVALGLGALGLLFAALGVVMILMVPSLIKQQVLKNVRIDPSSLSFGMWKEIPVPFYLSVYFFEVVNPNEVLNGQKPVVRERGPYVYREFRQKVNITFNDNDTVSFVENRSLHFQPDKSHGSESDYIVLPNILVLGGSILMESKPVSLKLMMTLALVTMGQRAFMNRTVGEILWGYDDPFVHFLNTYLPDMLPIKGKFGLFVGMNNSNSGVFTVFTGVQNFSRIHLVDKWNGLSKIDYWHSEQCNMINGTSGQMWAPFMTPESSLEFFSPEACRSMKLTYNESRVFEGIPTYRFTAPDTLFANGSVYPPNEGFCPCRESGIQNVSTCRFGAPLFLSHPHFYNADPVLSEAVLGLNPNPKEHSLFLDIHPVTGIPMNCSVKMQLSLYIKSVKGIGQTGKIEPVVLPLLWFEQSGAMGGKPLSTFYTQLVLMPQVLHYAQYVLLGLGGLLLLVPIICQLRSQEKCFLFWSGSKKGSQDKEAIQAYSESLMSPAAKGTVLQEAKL
Wnt bcat act = Wnt/beta-catenin pathway activation | Wnt/beta-catenin reporter cell assay, activator, plate reader | activation, % at 9.35 µM | 300,000 compounds, 1.2% hits | AID 743398; in the data active = activation above about 30%, passing the limit was not always enough;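 also: 0% = neutral control wells and 100% = positive control wells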
The depositor's hits bear a star; . = not tested or not shown; & = joins results of further samples. The list is partial, so the mix of outcomes need not match the whole.

SMILES,SR-BI uptake up,E coli growth,MITF act,Tat transport,CAL PDZ FP-1,phage Ecoli inh,AddAB inh,CAL PDZ FP-2,SR-BI HDL uptake,Wnt bcat act
O=C1NC(=O)N(Cc2ccc(F)cc2)C(=O)/C1=C\C=C\c1ccco1,4,-1.9,-93,1,-0.4,2.2,0.8,-2,-4,-2
COc1cc(/C=C2/C(=O)NC(=O)N(c3ccccc3)C2=O)ccc1O,15,0.1,-1,-2,-0.2,4.3,0.3,0,-15,.
Cc1ccc(-c2nc3ccccc3c(=O)n2-c2cccnc2)cc1,12,-1.2,3,0,-1.7,3.1,-1.2,1,-12,-2
CSc1ccc(CN2CCN(C(=O)Cc3ccccc3)CC2)cc1,.,-1.1,.,.,.,1.5,-0.4,.,.,2
CCC(=NC1CC1)c1c(O)n(C2CCCCC2)c(=O)[nH]c1=O,16,-1.6,2,-4,-1.4,1.7,0.4,-3,-16,-3
O=c1c2ccccc2nc(-c2ccoc2)n1-c1ccccc1Cl,10,0.9,-11,5,-1.7,4.9,0.7,-2,-10,.
CC(C)(C)n1c(O)c(C=Nc2ccc3c(c2)CCC3)c(=O)[nH]c1=O,-10,1.9,.,-4,-2.0,3.2,0.7,.,10,.
CC(C)=CCN1CC[C@@]2(C)c3cc(O)ccc3CC1C2C (some centres undefined),2,1.0,3,0,0.6,1.1,1.0,-2,-2,3
COc1ccc(CC2(CCc3ccncc3)C(=O)NC(=O)NC2=O)c(OC)c1,-3,0.1,-7,13,-0.2,2.8,0.5,-6,3,-1
c1csc(CN2CCNCC2)c1,38,-0.4,-3,8,-0.6,0.1,0.5,4,-38,-2
COc1c(C)cc(C(=O)C2CCCN(Cc3cccc(C)n3)C2)cc1C (centres undefined),5,-2.6,-14,-6,-3.5,-0.2,-3.0,-2,-5,-8
COC(=O)C1=C(c2ccc(-c3ccccc3)c(F)c2)C[C@@H]2CC[C@H]1N2C(=O)NC1CCCCC1,-19,-0.6,-20,5,-1.1,4.1,-2.5,-4,19,-3
COc1ccccc1OCCCn1cc(C=O)c2ccccc21,-30,3.9,14,-5,-2.1,2.8,2.3,0,30,7
COc1ccccc1N1CCN(Cc2cc(C)c(C)cc2O)CC1,-10,-0.9,-5,0,-2.0,0.5,-0.5,0,10,0
CCN(CC)C(=O)c1ccc(NC(=O)CNC(C)c2cccc3ccccc23)cc1 (centres undefined),-70,-0.1,-14,8,-0.8,-1.2,1.0,-2,70,-4
COc1ccc(CC(C)Nc2cccc(F)c2)cc1 (centres undefined),5,0.0,.,4,0.4,2.6,0.8,0,-5,0
CCN(CC(=O)Nc1ccc(C#N)c(Cl)c1)CC(=O)NC(C)(C)C,-12,2.1,-6,2,-1.5,1.4,-0.9,-1,12,-3
OCCOCC#CCN1CCOCC1,-1,-0.1,-3,-6,0.3,2.2,-1.4,-3,1,.
CC(=O)NC(Cc1ccc(N(CCCl)CCCl)cc1)C(=O)NCC(=O)NCC(=O)O (centres undefined),12,-0.3,-1,1,-2.8,2.0,-2.2,0,-11,0
CCOC(=O)N(CC)c1ccc(C(O)(C(=O)OC)C(F)(F)F)cc1 (centres undefined),-44,-0.4,.,-2,-0.9,-0.1,0.9,4,44,.
CNC(=O)Oc1ccc2ncccc2c1,12,1.6,-2,2,-0.9,-1.3,2.8,-3,-12,-5
CCc1c(C(=O)NN2C(=O)C3C4CCC(O4)C3C2=O)csc1C (centres undefined),11,1.8,-1,-8,-0.4,2.7,0.8,-3,-11,-1
CN1CCN(Cc2ccccc2Sc2ccccc2)CC1,9,0.2,-5,-11,-0.3,3.7,0.5,3,-9,.
COc1nc2ccccc2nc1N1CCN(C)CC1,22,.,4,-12,-0.5,0.6,.,-5,-22,0
COc1ccc(C(=O)OC2CC3CCC(C2)[N+]3(C)[O-])cc1OC (centres undefined),13,0.9,-5,3,-0.3,2.8,-0.7,-1,-13,-2

(continued)
SMILES,SR-BI uptake up,E coli growth,MITF act,Tat transport,CAL PDZ FP-1,phage Ecoli inh,AddAB inh,CAL PDZ FP-2,SR-BI HDL uptake,Wnt bcat act
Cc1nc2ccccc2c(=O)n1-c1ccc([N+](=O)[O-])cc1,-17,-0.2,-2,-2,.,2.8,3.1,-3,17,2
CNC(C)Cc1ccccc1Sc1ccc(O)cc1 (centres undefined),5,2.2,12,-4,-0.9,2.3,4.4,-3,-5,.
Cc1ccc(-c2nc(N(C)C3CCN(C)CC3)c3ccccc3n2)cc1,-21,-3.0,9,15,-5.7,0.0,-0.2,-2,21,.
CN(C)C(Cc1ccc(C#N)cc1)C(=O)c1ccccc1 (centres undefined),19,1.8,6,7,-0.1,3.4,-0.3,-3,-19,10
COc1ccc(CCNCc2c(OC)ccc3ccccc23)cc1,.,2.7,11,1,-2.9,3.9,1.4,-5,.,1
c1ccc(-n2ccnc2)cc1,5,-1.6,-7,-11,-0.5,3.6,-3.2,1,-5,0
Cc1nn(Cc2ccc(Cl)cc2Cl)c(Cl)c1C(=O)NC1CCCc2ccccc21 (centres undefined),-57,-0.6,-11,-1,-1.5,-0.4,0.3,0,57,.
OC12CCCCC1C(c1ccccc1)NCC2 (centres undefined),17,1.6,-7,5,-2.0,1.1,0.3,-1,-17,.
Fc1ccc(C2N3CCCN23)cc1 (centres undefined),23,3.0,-6,-2,0.9,4.5,1.6,4,-23,15
O=P(Oc1ccc(-c2ccccc2)cc1)(N1CC1)N1CC1,16,.,13,-3,5.6,3.5,.,-10,-16,-3
O=C(c1ccccc1)N1CCC2(CC1)OCCO2,-9,0.6,-6,-1,0.4,-1.2,-2.1,2,9,-1
COC(=O)C1=C(c2cccc(C#N)c2)C[C@@H]2CC[C@H]1N2C(=O)NC(C)C,14,0.8,14,-6,0.0,0.3,0.2,3,-14,0
CC1C(c2ccccc2)OC(=O)N1C (centres undefined),21,.,17,-11,-0.1,2.1,.,3,-21,4
C=C1CC[C@@]2(O)[C@H]3Cc4ccc(O)c5c4[C@@]2(CCN3CC2CC2)[C@H]1O5,-1,-2.0,.,5,.,.,-2.9,.,1,.
CCOc1cc(CNC(C)C(O)c2ccccc2)cc(Cl)c1OCC (centres undefined),-11,-0.3,4,4,-0.2,-0.1,5.4,-2,11,.
Cn1cc[n+](C)c1P(=S)(c1ccccc1)c1ccccc1,9,0.3,-3,-13,-0.3,2.3,1.0,-3,-9,0
O=C1NC(=O)N(CCC2=CCCCC2)C(=O)/C1=C/c1ccc(O)cc1,23,1.6,-12,2,-2.3,4.7,1.0,-3,-23,-5
O=C(Nc1cccc(OC(=O)N2CCOCC2)c1)N1CCOCC1,18,-0.1,3,3,0.3,2.8,-0.2,1,-18,.
CN1CCN(c2ccc(C(F)(F)F)cc2N)CC1,32,1.8,6,-4,-0.1,3.1,5.1,-1,-32,2
COc1ccccc1-n1c(O)c(/C=N/N2CCCCC2)c(=O)n(-c2ccccc2OC)c1=S,24,1.3,.,-1,-1.2,2.8,1.1,-16,-24,1
O=C1c2ccccc2C2(c3ccc(Cl)cc3)NCCN12 (centres undefined),-4,-2.4,4,-1,-2.7,0.3,1.1,-3,4,-3
COc1cc(CN2CC=C(c3ccc(F)cc3)CC2)cc(OC)c1,9,.,6,-1,-0.4,2.1,.,-2,-9,3
Nc1ccc(C2(c3ccc(N)cc3)c3ccccc3-c3ccccc32)cc1,0,1.8,-5,1,-1.8,8.0,1.6,-4,0,-4
COc1cc2c3cc1Oc1cc(ccc1O)C[C@@H]1c4c(cc(OC)c(O)c4Oc4ccc(cc4)C[C@H]3N(C)CC2)CCN1C,24,-0.7,-45,-4,-1.5,5.3,-0.2,-7,-14,-3&-3
C/C=C1/CN2[C@@H]3C4CO[C@@H]3c3c([nH]c5cc(OC)ccc35)[C@@H]2CC14 (some centres undefined),15,0.5,2,1,0.2,0.1,2.7,-4,-15,11

More records follow.
SMILES,SR-BI uptake up,E coli growth,MITF act,Tat transport,CAL PDZ FP-1,phage Ecoli inh,AddAB inh,CAL PDZ FP-2,SR-BI HDL uptake,Wnt bcat act
COc1ccc(CCNCc2ccc(OC)c(OC)c2OC)cc1,5,-1.6,30,-5,0.3,5.1,2.4,-3,-5,2
CN(C)P(=O)(NC(=O)c1cccn1C)N(C)C,6,3.6,4,-3,-1.8,4.6,1.8,-1,-6,0
COC(=O)C1=C(c2ccc(OC)c(OC)c2)C[C@@H]2CC[C@H]1N2C(=O)N1CCOCC1,23,0.5,-2,-6,-0.3,3.8,2.0,-1,-23,1
C/C(=N\N1CCCCCC1)c1c(O)n(-c2ccc(C)cc2)c(=O)[nH]c1=O,21,-0.4,17,-1,-1.1,2.6,1.6,-1,-21,-4
Cc1cc(NC(=O)COC(=O)c2c(C)nn(Cc3ccccc3Cl)c2C)no1,8,-2.1,11,19,-1.2,3.3,-0.3,-2,-8,.
COc1ccc2c3c1OC1[C@H](O)CCC4[C@@H](C2)N(C)CC[C@]314 (some centres undefined),12,-0.6,4,-5,0.5,1.8,-1.2,1,-12,2
CC(C)n1c(O)c(C2c3cc(Cl)ccc3Oc3[nH]c(=O)n(C(C)C)c(=O)c32)c(=O)[nH]c1=O (centres undefined),9,.,-102,3,0.6,.,.,-3,-9,-2
CC1(C)C[C@H]2C=C(C=O)[C@]3(C=O)C[C@]3(C)[C@H]2C1,1,2.3,-87,0,0.0,0.5,4.5,-3,-1,-1
Cc1ccc(N)c(C)c1,-2,-0.3,-10,0,-0.6,1.5,1.0,-1,2,2
O=c1[nH]c(=S)[nH]c(O)c1N=Nc1cc2c(cc1[N+](=O)[O-])OCO2,-1,2.9,-60,3,1.4,0.0,5.5,1,1,-8
COc1ccc(C=C2C(=O)NC(=S)NC2=O)cc1OC,5,.,-11,8,-0.3,0.3,.,-5,-5,-3
COc1cc2c(cc1OC)C(C(=O)N1CCC3(CC1)OCCO3)C(c1ccccc1F)N(C)C2=O (centres undefined),-25,-0.9,.,-3,-2.0,2.2,2.8,0,25,.
COc1ccccc1NC1(C#N)CCCCC1,32,0.1,-2,-3,-0.8,2.0,-0.2,-6,-32,-1
O=C(COC(=O)Cc1ccccc1)Nc1ccc(Cl)cn1,10,-0.2,-5,-4,-2.4,2.8,1.4,.,-10,1

Single records (already shown):
COc1cc2c(cc1OC)C(C(=O)N1CCC3(CC1)OCCO3)C(c1ccccc1F)N(C)C2=O (centres undefined) reads SR-BI uptake up = -25; E coli growth = -0.9; MITF act = .; Tat transport = -3; CAL PDZ FP-1 = -2.0; phage Ecoli inh = 2.2; AddAB inh = 2.8; CAL PDZ FP-2 = 0; SR-BI HDL uptake = 25; Wnt bcat act = .
COc1ccc2c3c1OC1[C@H](O)CCC4[C@@H](C2)N(C)CC[C@]314 (some centres undefined) reads SR-BI uptake up = 12; E coli growth = -0.6; MITF act = 4; Tat transport = -5; CAL PDZ FP-1 = 0.5; phage Ecoli inh = 1.8; AddAB inh = -1.2; CAL PDZ FP-2 = 1; SR-BI HDL uptake = -12; Wnt bcat act = 2

Compound activity as filed in PubChem.
